Screens (PubChem BioAssay)
F508del corr = correctors of CFTR F508del function in bronchial epithelial cells. CFBE cells, YFP halide quenching; stimulated with forskolin plus potentiator P3; % fluorescence drop versus neutral controls. activity (quench increase), % at 7.58 µM. 350,000 compounds, 0.36% hits. AID 720511;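 active means mean added fluorescence quench of at least 8% versus neutral control, with both replicates also reaching 8%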;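 further: cells transiently co-express mutant CFTR-F508del with the halide-sensitive YFP; corrector assay measuring rescue of mutant channel to the surface after 24 h compound exposure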
FN deposition inh = fibronectin deposition inhibition | AH1F fibroblasts, Alexa488-fibronectin deposition fluorescence, overnight | 350,000 compounds, 0.086% hits | inhibition, % at 12.6 µM | AID 743247;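 active means mean inhibition across replicates of 30% or more, regardless of how many single replicates reach that level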;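 further: positive control wells lacked labelled fibronectin entirely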
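Assay system: AH1F fibroblasts / Quantity: 10000 cells per well / Medium: DMEM plus 2% serum, read in PBS / Reagent: labelled fibronectin 24 nM / Dosing: single dose, pinned / Times: 1 h cell attachment, overnight exposure to compound and label / Signal: fluorescence, ex 485 nm, em 525 nm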
GSIS activator = primary screen for activators of insulin secretion dependent on glucose, INS-1E cells, GLuc reporter luminescence. INS-1E GLuc reporter insulin secretion, 2-3 h. activation, % at 16.6 µM. 370,000 compounds, 0.61% hits. AID 743287;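 active means lowest replicate activation of at least 40%, so every replicate reaches that level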;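 further: 0% = median of neutral control wells and 100% = median of IBMX positive control wells; some compounds called inactive have numbers as strong as hits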
Starred values were filed as active, the others as inactive.

SMILES | F508del corr | FN deposition inh | GSIS activator
CSCCC(Nc1ccc(S(=O)(=O)N2CCOCC2)cc1[N+](=O)[O-])C(=O)OCC(=O)N(C(C)C)C(C)C (centres undefined) | 0.6 | 2 | -11
CC(C)COc1ccc(C(=O)NC(=S)Nc2ccc(CN3CCOCC3)cc2)cc1 | 1.7 | 13 | 13
O=[N+]([O-])c1ccc(Nc2nc(N/N=C/c3cccc(F)c3)nc(N3CCCC3)n2)cc1 | 0.8 | 2 | 9
COc1cc(/C=C2\SC(=S)N(NC(=O)c3ccc(O)cc3)C2=O)ccc1O | -2.6 | 5 | -23
CCc1cc2c(=O)[nH]c(-c3ccncc3)nc2s1 | -0.6 | -7 | 16
COc1ccc(-c2ncn(CCc3ccccc3OC)c2C(C)C)cc1 | -1.1 | 2 | 28
Clc1nc(-c2cccnc2)nc2scc(-c3ccccc3)c12 | 0.4 | -65 | -6
Cc1nn(CC(=O)c2ccccc2)c(=O)c2nn(-c3ccccc3F)c(C)c12 | 0.2 | 0 | -18
COC(=O)Cc1ccc(NC(=S)N2CCN(CCO)CC2)cc1 | -1.1 | -1 | -3
CCCC[n+]1ccn(-c2nc3ccccc3nc2[N-]S(=O)(=O)c2ccc(Cl)cc2)c1 | -1.3 | 7 | 4
O=C(COC(=O)CCC(=O)c1cccs1)Nc1ccc(Cl)cn1 | 1.8 | -23 | -6
CCN(CC)CCn1nc2c3c(cccc3c1=O)-c1ccccc1-2 | 18* | 10 | 16
Cc1ccc(NC(=O)CN2C(=O)NC(Cc3ccccc3)C2=O)c(Br)c1 (centres undefined) | 0.2 | 10 | 2
Cc1c(/C=N/NC(N)=O)c2ccccn2c1C(=O)c1ccc(F)cc1 | -0.3 | 8 | 39
Nc1c(C(=O)c2ccccc2O)cnn1-c1ccc(S(=O)(=O)N2CCOCC2)cc1[N+](=O)[O-] | 0.4 | -3 | 0
Cc1cccc(C)c1OCC(=O)Nc1cccc(C(=O)O)c1 | 1.3 | 2 | 7
O=C(COc1ccc(Cl)cc1)N(Cc1ccco1)C1CCS(=O)(=O)C1 (centres undefined) | -32 | 0 | 1
CNC(=O)c1cc(NC(=O)N(CCC#N)CCN(C(=O)NC(Cc2ccccc2)C(=O)NC(CC(C)C)C(=O)NC)c2ccccc2)ccc1OC (centres undefined) | -0.4 | -3 | -7
Fc1ccc(-c2nc3c4ccccc4ccn3c2Cc2cccc(F)c2)cc1 | 6.3 | 2 | -16
COc1ccc(C(=O)N2N=C(c3ccccc3)CC2(O)C(F)(F)F)cc1 (centres undefined) | 1.7 | 7 | 8
CC(=O)/C(=C\N(C)C)Sc1ccc(Cl)cc1 | 0.7 | -9 | -16
COc1ccc(OC)c(CN2C(=O)c3ccccc3C2c2nnnn2Cc2ccccc2)c1 (centres undefined) | 1.9 | -1 | -13
C[C@H](CO)N1C[C@H](C)[C@@H](CN(C)Cc2cccc(C(F)(F)F)c2)OCc2ccccc2-c2c(n(C)c3ccccc23)C1=O | -1.1 | -22 | 11
Cc1ccc(C(=O)N2O[C@]34C=C[C@]25C[C@@H](O)CC[C@]5(C)C3CC[C@]2(C)[C@@H]([C@H](C)/C=C/[C@H](C)C(C)C)CC[C@H]24)cc1 (some centres undefined) | 1.7 | -2 | -14
COc1ccc(C#Cc2cccc(-c3nc(C(=O)N4CCN(C)CC4)cc4c3[C@@H](CCO)N(S(=O)C(C)(C)C)C4)c2)cc1OC (some centres undefined) | -3.1 | -3 | -12
CC(=NNc1ccc2ccccc2n1)c1ccccc1O | 3.3 | -10 | 3
COc1ccc2c(c1)CC(C)C/C2=N\NC(=O)c1ccco1 (centres undefined) | 3.1 | 5 | 0
CC(C)CN(C(=O)CC(C)c1ccccc1)c1c(N)n(Cc2ccccc2)c(=O)[nH]c1=O (centres undefined) | 0.3 | 5 | -6
CN1CCN(C(=S)c2cn(Cc3cccc(F)c3)c3ccccc23)CC1 | -0.8 | 5 | -26
N#Cc1cccc(C(=O)NCC2CCN(C(=O)C(=O)c3cc4ccccc4o3)CC2)c1 | 2.9 | -4 | 17
Cc1ccccc1-c1cccc2c3c([nH]c12)[C@@H]1C[C@H]2[C@@H](C(=O)N1CC3)[C@H](C)ON2C | -2.5 | -2 | -30
COc1cc(C2C(C#N)=C(N)OC3=C2C(=O)CC(C)(C)C3)cc2c1OCO2 (centres undefined) | 1.1 | -7 | 4
O=C(/C=C/c1ccc[nH]1)c1ccccc1 | 2.8 | 7 | 4
CCc1c(-c2ccc(Br)cc2)ncn1CCc1ccccc1OC | 2.0 | 12 | -12
COC(=O)CS(=O)(=O)c1ccsc1C(=O)Nc1ccc(F)c(F)c1 | -0.1 | -4 | -4
COc1ccc(/C=C2\SC(=O)N=C2N)cc1 | -2.0 | 5 | 6
O=C(CSc1nc2ccsc2c(=O)n1Cc1ccccc1)NCC1CCCO1 (centres undefined) | -1.4 | 3 | 6
O=C1C(=Cc2ccc(Cl)cc2)CCc2ccccc21 | 0.3 | -2 | 5
Cc1noc(NS(=O)(=O)c2ccc(NC(=O)c3cc(-c4ccccc4Cl)nc4ccccc34)cc2)c1C | -1.4 | 9 | -15
COC(=O)c1cc(C)cc(=O)o1 | 3.4 | 8 | 3
COc1ccc(-c2sc3ccccc3c2-c2cc(OC)ccc2C=O)cc1 | -4.9 | -5 | 6
Clc1ccc(C[n+]2cc(-c3ccccc3)n3c2CCCCC3)c(Cl)c1 | -2.1 | 13 | -43
CCCC#Cc1ccc([C@H]2[C@@H](CO)N(C(C)=O)[C@@H]2CNC(=O)C2CCC2)cc1 | -3.2 | -22 | 3
COc1ccc(CN2CCN(C(=O)c3ccc(-c4ccccc4)cc3)CC2)c(OC)c1OC | -3.6 | -4 | 2
Cc1cc(-n2c(C)cc(C(=O)CCl)c2C)no1 | 6.2 | -3 | -4
O=C(Cc1cccnc1)N1CC2(C1)[C@H](c1ccccc1)[C@H](CO)N2C(=O)C1CCC1 | 1.0 | -4 | -16
CC1=C(C(=O)N2CCCCCC2)CC(CC(=O)NC(c2ccccc2)c2ccccc2)C(=O)N1CCC1=CCCCC1 (centres undefined) | 3.5 | -5 | -46
N#Cc1ccc(C(=O)OCc2cccc(S(=O)(=O)N3CCOCC3)c2)cc1 | -0.8 | -1 | 7
COC(=O)c1sccc1NC(=O)/C=C/c1ccc(Cl)cc1 | -0.2 | 1 | 2
Cc1cc(Br)cn2c(Cc3ccccc3C(F)(F)F)c(-c3cccc(Br)c3)nc12 | 4.8 | -8 | -32
CC1(C)CC(=O)C=C(C2CC2)C1=O | 1.7 | 9 | 1
O=C(CN1CCCCCC1)NCCN1C(=O)S/C(=C\c2ccccc2Cl)C1=O | 1.5 | -3 | -11
CC(C)OC(=O)/C(C#N)=C\c1cccnc1 | -0.9 | 12 | -4
O=C(/C=C/c1cccc([N+](=O)[O-])c1)Nn1c(-c2ccccc2F)nc2ccccc2c1=O | -4.4 | 1 | -7
Cc1ccc(-c2nc(CSCC(=O)NCC3CCCO3)c(C)o2)cc1 (centres undefined) | -0.3 | -2 | -6
Cc1cccc2cc3cccc(C)c3nc12 | -1.6 | 7 | 34
CC1(c2nc3ccccc3[nH]2)CCC2=Nc3ccccc3CN21 (centres undefined) | -0.9 | 10 | -13
Cc1ccc(S(=O)(=O)N2CCCCC2CCNC(=O)C(=O)NCCc2ccco2)cc1 (centres undefined) | 1.5 | 16 | -13
C=CCN(c1cccc(C(F)(F)F)c1)S(=O)(=O)c1cccc(C(=O)OCC(=O)NC)c1 | -1.1 | -1 | -24
CC(C)NC(=O)C1(C)CSCC(=O)N1C1CC1 (centres undefined) | -1.0 | 0 | 29

Whole records from above. Screens in order: F508del corr | FN deposition inh | GSIS activator
Shown for O=C(CN1CCCCCC1)NCCN1C(=O)S/C(=C\c2ccccc2Cl)C1=O → 1.5 | -3 | -11
Shown for CC(C)OC(=O)/C(C#N)=C\c1cccnc1 → -0.9 | 12 | -4
Shown for Cc1cccc2cc3cccc(C)c3nc12 → -1.6 | 7 | 34
Shown for C=CCN(c1cccc(C(F)(F)F)c1)S(=O)(=O)c1cccc(C(=O)OCC(=O)NC)c1 → -1.1 | -1 | -24
Shown for COC(=O)c1sccc1NC(=O)/C=C/c1ccc(Cl)cc1 → -0.2 | 1 | 2

(next part)
SMILES | F508del corr | FN deposition inh | GSIS activator
COC(=O)[C@]12CCCCC=C1N(CCC1=CCCCC1)C(=O)[C@H](CC(=O)N1CCN(C(=O)C3CC3)CC1)C2 | 1.1 | 12 | -14
Cc1oc(CC(C)C)cc1C(N)=O | -0.1 | -4 | 12
CC(C)(C)c1ccc(C(=O)NNc2cc(N3CCOCC3)nc(N3CCOCC3)n2)cc1 | -0.1 | -5 | -6
O=c1c(Cl)c(Cl)cnn1Cc1ccccc1Cl | 7.3 | -6 | -12
Brc1ccccc1C1Cc2nnccc2CN1 (centres undefined) | -1.5 | -7 | 1
CC(=O)Nc1ccc(S(=O)(=O)NNC(=O)CCC(=O)Nc2cc(C)ccc2C)cc1 | -0.9 | 2 | -12
C#CCNC(=O)C[C@@H]1C[C@@]2(C(=O)OC)CCCCC=C2N(Cc2ccco2)C1=O | -2.5 | 0 | 5
CCOC(=O)/C(C)=N/NC(=O)c1cccc([N+](=O)[O-])c1 | -2.4 | 14 | 9
CCOC(=O)/C(C#N)=C/c1cccc(F)c1 | -0.2 | 7 | -23
C/C(=N\NC(=O)c1ccc([N+](=O)[O-])cc1Cl)c1ccccc1 | 0.3 | 3 | -13
COc1ccc(CCN2C(=O)c3ccccc3C2c2nnnn2Cc2ccccc2)cc1OC (centres undefined) | 0.3 | -2 | 8
COc1ccccc1/C=C/C(=O)NCc1ccccn1 | -1.2 | 5 | -4

Five compounds already listed, ordered by length of the SMILES, high to low.
SMILES | F508del corr | FN deposition inh | GSIS activator
CC(C)(C)c1ccc(C(=O)NNc2cc(N3CCOCC3)nc(N3CCOCC3)n2)cc1 | -0.1 | -5 | -6
COc1ccc(CCN2C(=O)c3ccccc3C2c2nnnn2Cc2ccccc2)cc1OC (centres undefined) | 0.3 | -2 | 8
CCOC(=O)/C(C#N)=C/c1cccc(F)c1 | -0.2 | 7 | -23
Brc1ccccc1C1Cc2nnccc2CN1 (centres undefined) | -1.5 | -7 | 1
Cc1oc(CC(C)C)cc1C(N)=O | -0.1 | -4 | 12

Next records follow:
SMILES | F508del corr | FN deposition inh | GSIS activator
CC(C)C[C@H]1COc2cccc(N3CCCCC3)c2S(=O)(=O)N1 | -0.9 | 11 | 5
CCCCC[C@H](C)N1C[C@H](COCc2ccccc2)Oc2cc(N3CCC[C@@H]3COC)ccc2S1(=O)=O | 1.9 | -2 | -14
O=[N+]([O-])c1ccc(S(=O)(=O)N2CCN=C2SCc2cccnc2)cc1 | -0.5 | 11 | 17
O=C(Nc1ccc(F)cc1)C(c1ccccc1)N1CCN(c2cccc(C(F)(F)F)n2)CC1 (centres undefined) | 1.1 | -4 | -17
CC1CN(C(=O)[C@@H]2CCCN2S(=O)(=O)c2ccc(Cl)cc2)CC(C)O1 (some centres undefined) | 3.3 | -1 | -7
CC(C)(C)c1cnnn1-c1ccc([N+](=O)[O-])cc1 | -1.4 | 0 | 1
CC(C)C[C@H]1CN(CCCC[C@H]2CNC(=O)C(=O)N2Cc2ccccc2)C(=O)C(=O)N1CCC1CCCCC1 | -0.3 | 6 | 3
C#CCNC(=O)C[C@@H]1C[C@@]2(C(=O)OC)CCCCC=C2N(Cc2cccc3ccccc23)C1=O | -0.1 | 4 | -25
COc1ccccc1CN1CCNC(=O)C1CC(=O)NC1Cc2ccccc2C1 (centres undefined) | -0.7 | 2 | -6
C/C=C/c1ccc([C@H]2[C@@H](CO)N(c3nc(C)c(C)s3)[C@@H]2CNCC(C)C)cc1 | 3.6 | -15 | -8
CCOc1ccc(S(=O)(=O)N2CCOCC2)cc1NC(=O)CSCc1c(C)noc1C | -2.1 | 4 | 10
CCOC(=O)c1cc(-c2ccccc2)sc1NC(=O)C(C)N1C(=O)c2ccccc2C1=O (centres undefined) | -2.8 | -10 | 0

For convenience, 2 of the compounds above:
SMILES | F508del corr | FN deposition inh | GSIS activator
CC(C)C[C@H]1COc2cccc(N3CCCCC3)c2S(=O)(=O)N1 | -0.9 | 11 | 5
CCCCC[C@H](C)N1C[C@H](COCc2ccccc2)Oc2cc(N3CCC[C@@H]3COC)ccc2S1(=O)=O | 1.9 | -2 | -14

(further entries)
SMILES | F508del corr | FN deposition inh | GSIS activator
Cc1cccc(/C=C/c2onc(C)c2[N+](=O)[O-])n1 | -1.6 | -1 | -7
Cc1cc(NC(=S)N(Cc2ccc(Br)cc2)Cc2ccc(C(=O)O)cc2)ccc1Cl | 0.5 | 8 | -34
Cc1cc(C2C(=O)c3ccccc3C2=O)c(C)c(C)c1C | 2.8 | -2 | -3
Cc1ccc(CNc2ncnc(N)c2[N+](=O)[O-])cc1 | -1.2 | 9 | 10

Not all compounds are listed (hit frequency here may not be typical).
